# Screening data deposited in PubChem BioAssay by several laboratories.
# GPR35 arrestin U2OS: inhibition of zaprinast-stimulated GPR35 beta-arrestin translocation – imaging, U2OS, beta-arrestin-GFP, zaprinast agonist, primary screen (AID 2058). U2OS GPR35 beta-arrestin-GFP translocation imaging, zaprinast antagonism; higher % means a stronger effect. one-dose inhibition, % at 10 µM; IC50 in µM for titrated hits. 290,000 compounds, 0.052% hits;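 active = inhibition of at least 50% with at least 30 cells and total cytoplasm GFP at most 10,000,000; inconclusive = under 30 cells or total GFP of 10,000,000 plus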
# HIV peptide binding: cell-free HIV fusion peptide-binding blockers – biochemical, uHTS, fluorescence dequenching, primary screen (AID 1986) | cell-free peptide binding, fluorescence dequenching, 30 min; higher % means a stronger effect | 290,000 compounds, 0.3% hits | inhibition, % at 20 µM, or IC50 in µM where a hit was titrated; in the data active = inhibition mostly above about 52%, no sharp cut-off; inactive = mostly below about 76%; also: some results filed as inactive read as strong as hits
# Rac1 GTP hydrolysis: MgcRacGAP GTPase-activating activity inhibitors, confirmation, biochemical, ADP Hunter fluorescence; 340,000 compounds, 0.6% hits; inhibition, % at 30 µM; hits with a dose series show IC50 in µM; MgcRacGAP-stimulated Rac1 GTP hydrolysis, ADP Hunter fluorescence; higher % means a stronger effect; GST-tagged Rac1 F28L mutant substrate;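 active = first-screen hits whose inhibition reached a set limit at any dose in the follow-up dose series; inconclusive = inhibition above the set first-screen limit but never retested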;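 also: fluorescence reports GDP produced by GAP-driven GTP hydrolysis; strong numbers were not always called active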
# K1F lysis inhibition: inhibition of K1F phage lysis, E. coli UTI89, bacterial capsule biogenesis inhibitors, alamar blue (AID 488966); E. coli UTI89 K1F phage lysis, alamar blue, 2 h; higher % means a stronger effect; inhibition, % at 100 µM, or IC50 in µM where a hit was titrated; 340,000 compounds, 0.02% hits;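 active = phage lysis inhibition, versus mean bacterial control, above a set limit; inconclusive = no clear call, values can overlap the other calls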;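 also: capsule biogenesis inhibitors block K1F phage lysis so surviving cells raise fluorescence; higher fluorescence means more inhibition of phage lysis; actives were called in the ten point dose series up to 300 µM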
# Large T inhibition: SV40 large T antigen inhibitors, biochemical (AID 1903); SV40 large T antigen ATPase/helicase inhibition assay; higher % means a stronger effect; inhibition, % at 20 µM, or IC50 in µM where a hit was titrated; 310,000 compounds, 0.39% hits; in the data active = a potency from the dose series; inconclusive = inhibition mostly from about 32% at the one dose, without a potency; inactive = the rest, 99 in 100 with inhibition below about 32%; also: strong numbers were not always called active
# GPR55 antagonists: inhibition of LPI-stimulated GPR55 beta-arrestin translocation – imaging, U2OS, beta-arrestin-GFP, LPI agonist, primary screen (AID 2013); inhibition, % at 10 µM; hits with a dose series show IC50 in µM; U2OS GPR55 beta-arrestin-GFP translocation imaging, LPI antagonism; higher % means a stronger effect; 290,000 compounds, 0.13% hits;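 active = spots per cell inhibited over 60%, with over 100 cells counted and total cytoplasm intensity under 500,000; inconclusive = wells with under 100 cells, flagged as likely toxic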;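 also: U2OS cells stably carrying GPR55 and arrestin-GFP stimulated by 5 µM LPI near EC80; imaged beta-arrestin-GFP aggregate spots per cell after agonist stimulation; plate controls were LPI-stimulated DMSO wells for no effect and DMSO wells without LPI for full effect; some results filed as inactive read as strong as hits; confirmed hits need IC50 under 10 µM and bright autofluorescent wells are also inconclusive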
# NS5 inhibitors: flavivirus cap methylation enzyme inhibition – biochemical, confirmation dose response, primary screen (AID 588689) | inhibition, % at 25 µM; hits with a dose series show IC50 in µM | Dengue-2 NS5 methyltransferase capping enzyme assay, biochemical; higher % means a stronger effect | 340,000 compounds, 0.3% hits; in the data active = a potency from the dose series; inconclusive = inhibition above about 29% without an active follow-up result
# RSV CPE inhibition: inhibition of RSV-induced cytopathic effect – HEp-2 cells, primary 10 µM value included (AID 2391) | HEp-2 cells, RSV-induced CPE inhibition; higher % means a stronger effect | CPE inhibition, % at 10 µM, or IC50 in µM where a hit was titrated | 310,000 compounds, 0.13% hits; in the data active = a potency from the dose series; inconclusive = CPE inhibition mostly from about 23% at the one dose, without a potency; inactive = the rest, 99 in 100 with CPE inhibition below about 21%; also: strong numbers were not always called active
# Salmonella PhoP GFP: PhoP-dependent GFP reporter repression – Salmonella Typhimurium, primary screen (AID 1863) | S. Typhimurium PhoP-regulated promoter GFP reporter, 4 h; higher % means a stronger effect | inhibition, % at 50 µM, or IC50 in µM where a hit was titrated | 300,000 compounds, 0.16% hits;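 active = inhibition over 29.93%, a cutoff 3 SD above the screen mean, later confirmed by dose response; inconclusive = inhibition over 29.93% but no dose response follow-up; inactive = inhibition at most 29.93% or unconfirmed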;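 also: 0% = low Mg2+ inducing control and 100% = high Mg2+ repressing control; strong numbers were not always called active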
# The depositor's hits bear a star; ? = inconclusive; . = not tested or not shown; [ ] = another dose, or the depositor's remark. Random draw from the library; 1.5% or so of the library scored in one or more.
# Start of the data: the first 3 records (preview)
SMILES,GPR35 arrestin U2OS,HIV peptide binding,Rac1 GTP hydrolysis,K1F lysis inhibition,Large T inhibition,GPR55 antagonists,NS5 inhibitors,RSV CPE inhibition,Salmonella PhoP GFP
COc1ccccc1N1CC(C)C(=O)NC1=S (centres undefined),-10%,-1.4%,2%,3.7%[50 µM],10%,5%,-6%,1.6%,6%
COc1ccccc1N(O)C1CC(=O)N(c2ccc(Br)cc2)C1=O (centres undefined),-1%,5.5%,8%,0.2%,14%,13%,35µM*,-0.3%,29%
N#CCCCSc1nnc(-c2ccc(Cl)cc2)n1-c1ccccc1,3%,1.6%,-1%,0.3%[50 µM],4%,.,-1%,1.5%,7%

# Main list, previewed entries included:
SMILES,GPR35 arrestin U2OS,HIV peptide binding,Rac1 GTP hydrolysis,K1F lysis inhibition,Large T inhibition,GPR55 antagonists,NS5 inhibitors,RSV CPE inhibition,Salmonella PhoP GFP
COc1ccccc1N1CC(C)C(=O)NC1=S (centres undefined),-10%,-1.4%,2%,3.7%[50 µM],10%,5%,-6%,1.6%,6%
COc1ccccc1N(O)C1CC(=O)N(c2ccc(Br)cc2)C1=O (centres undefined),-1%,5.5%,8%,0.2%,14%,13%,35µM*,-0.3%,29%
N#CCCCSc1nnc(-c2ccc(Cl)cc2)n1-c1ccccc1,3%,1.6%,-1%,0.3%[50 µM],4%,.,-1%,1.5%,7%
CCOc1ccc(OCC(=O)Nc2ccc(N3CCCCC3)cc2)cc1,3%,-0.6%,9%,0.2%,6%,4%,1%,1.3%,-2%
CCOC(=O)C1CN(S(=O)(=O)c2ccc(OC)cc2)c2cc(Cl)ccc2O1 (centres undefined),-1%,2.0%,7%,0.1%,5%,8%,-8%,0.1%,5%
O=[N+]([O-])c1ccc(Oc2ccc(-c3nnco3)cc2)c(Cl)c1,16%,-2.1%,6%,0.1%,-2%,2%,2%,0.7%,12%
CC(=O)c1ccc(S(=O)(=O)NCCCC(=O)NCCc2ccccn2)cc1,2%,-0.3%,8%,0.2%,17%,-4%,1%,1.0%,0%
CO/N=C/C(=N\Nc1cc(OC)cc(OC)c1)C(=O)c1ccccc1,4%,-1.9%,15%,0.2%,9%,-1%,1%,-0.8%,-7%
Cc1cc(Br)c(NC(=O)COn2nnc3ccc(S(C)(=O)=O)cc32)c(Br)c1,-4%,-1.9%,2%,0.3%,6%,-6%,0%,-2.4%,8%
CC(C)(C)N(NC(=O)OCc1ccccc1)C(=O)c1ccccc1Cl,9%,1.6%,1%,0.0%,6%,6%,3%,-0.1%,1%
Cc1nc(-n2nnc(CO)c2CO)nc2c1CCC2,-14%,0.5%,9%,0.1%,23%,6%,2%,-0.5%,3%
COc1ccc(-n2nc3c(c2NC(=O)c2ccc(N4C(=O)CCC4=O)cc2)CSC3)cc1,-2%,2.1%,6%,0.8%,11%,2%,2%,0.3%,-10%
Cc1nnc(SCC(=O)Nc2ccccc2)c2ccccc12,8%,-0.8%,3%,0.2%,3%,-7%,-3%,0.3%,6%
CCOCc1nnc(NC(=O)c2cccc(OC)c2)s1,25%,3.7%,8%,-0.1%,7%,11%,2%,0.7%,-3%
CN(C(=O)CCN1C(=O)c2ccccc2C1=O)C1CCCCC1,-10%,-0.2%,5%,2.0%,5%,4%,-2%,0.8%,-1%
CN(C)C(=O)COC(=O)c1ccccc1OCC(=O)Nc1ccc(SC(F)F)cc1,11%,-0.3%,7%,2.7%[50 µM],-4%,-12%,3%,0.6%,-5%
Cc1ccc(F)cc1NC(=O)c1cnccn1,-12%,-0.6%,8%,1.1%,-2%,-12%,-13%,-1.2%,5%
COc1ccc(F)c(CN2CCC(N3CCC(C(=O)N4CCOCC4)CC3)CC2)c1,3%,0.2%,8%,0.2%,8%,-6%,1%,-2.5%,4%
CCCCc1ccc(CC2S/C(=C(\C#N)C(=O)N3CCOCC3)N(c3ccccc3)C2=O)cc1 (centres undefined),-16%,-0.7%,5%,0.3%,-1%,3%,-18%,0.4%,-13%
Cc1ccc(N(O)C(=O)OCCNC(=O)Nc2ccccc2)cc1,0%,-0.5%,12%,3.4%,0%,5%,-7%,2.5%,4%
CNC(=S)NC1CC2CCCC(C1)N2Cc1ccccc1OC (centres undefined),-13%,3.1%,9%,0.9%,11%,2%,-1%,0.4%,5%
COc1ccc(OCC(O)CNCc2ccco2)cc1 (centres undefined),-12%,2.8%,14%,1.5%,3%,-8%,-4%,-1.8%,-1%
CCN(CC)S(=O)(=O)c1ccc(Cl)c(NC(=O)COc2ccc(OC)cc2)c1,-18%,-0.5%,1%,-1.6%,22%,8%,-4%,-0.3%,-2%
C=CCNC(=S)NNC(=O)c1cc(C)nc2ccccc12,12%,2.0%,6%,-0.9%,24%,2%,-6%,2.0%,-1%
C=C(C)CC1N(c2cccc(OC)c2)C(=O)[C@@H]2C(C(=O)O)[C@H]3C=C[C@@]12O3 (some centres undefined),-2%,0.6%,1%,-0.3%,4%,2%,-11%,1.0%,-9%

# Compounds from the list above that contain an aryl thioether with sulfur outside any ring:
SMILES,GPR35 arrestin U2OS,HIV peptide binding,Rac1 GTP hydrolysis,K1F lysis inhibition,Large T inhibition,GPR55 antagonists,NS5 inhibitors,RSV CPE inhibition,Salmonella PhoP GFP
N#CCCCSc1nnc(-c2ccc(Cl)cc2)n1-c1ccccc1,3%,1.6%,-1%,0.3%[50 µM],4%,.,-1%,1.5%,7%
Cc1nnc(SCC(=O)Nc2ccccc2)c2ccccc12,8%,-0.8%,3%,0.2%,3%,-7%,-3%,0.3%,6%
CN(C)C(=O)COC(=O)c1ccccc1OCC(=O)Nc1ccc(SC(F)F)cc1,11%,-0.3%,7%,2.7%[50 µM],-4%,-12%,3%,0.6%,-5%

# Additional compounds:
SMILES,GPR35 arrestin U2OS,HIV peptide binding,Rac1 GTP hydrolysis,K1F lysis inhibition,Large T inhibition,GPR55 antagonists,NS5 inhibitors,RSV CPE inhibition,Salmonella PhoP GFP
CC(=O)NC1C(Oc2ccccc2C)OC(CO)C(O)C1O (centres undefined),16%,-0.3%,0%,1.8%[50 µM],15%,6%,3%,1.6%,-2%
Cc1ccccc1CSCC(=O)NCCSc1ccccn1,-11%,3.1%,-1%,1.1%,-11%,7%,-6%,-0.1%,-2%
Cc1ccc(CNC(=O)c2ccc(N3CCC4(CC3)CC(c3ccccc3)=NO4)c([N+](=O)[O-])c2)cc1,-8%,2.3%,-3%,0.3%,9%,15%,-3%,-2.0%,6%
O=C(CN(CCc1ccccc1)C(=O)c1csnn1)NC1CCCC1,14%,-1.8%,6%,0.1%,7%,9%,-9%,-0.3%,-8%
Cc1nc(Nc2ccccc2)sc1C(=O)c1ccc(F)cc1,-3%,0.3%,.,0.1%,1%,6%,-3%,10%,14%
CCOC(=O)Nc1nc(-c2ccccc2)c(C(=O)c2ccc(Cl)cc2)s1,12%,3.9%,12%,0.0%,0%,-9%,-6%,0.9%,4%
CC(NC(=O)c1cccs1)C(c1cccs1)N1CCN(c2ccccc2)CC1 (centres undefined),4%,-0.6%,8%,0.3%,11%,4%,-1%,-0.2%,0%
COc1ccccc1S(=O)Cc1ccc(C(=O)NC2CCCC2)o1 (centres undefined),12%,0.9%,7%,-0.4%,1%,17%,-1%,1.5%,8%
COC(=O)c1sc(S(=O)(=O)N2CCN(c3ccc(OC)cc3)CC2)c(C(=O)OC)c1C,14%,-2.4%,5%,-0.2%,11%,6%,3%,3.9%,7%
CCc1ccc(-c2cc(C(=O)O)c3ccccc3n2)s1,-12%,5.1%,-3%,0.6%[50 µM],1%,10%,2%,1.2%,21%
O=[N+]([O-])c1cc(F)c(N2CCOCC2)cc1N1CCCCC1,8%,-2.2%,9%,-2.1%,3%,-2%,-2%,6.7%,-4%
CCCCOc1ccc(CSc2nc(C)[nH]c2[N+](=O)[O-])cc1[N+](=O)[O-],0%,5.8%,.,.,21%,-22%,.,1.5%,2%
COc1cc(NC(=O)c2cc3cccc(OC)c3o2)cc(C(=O)Nc2cccc(C(F)(F)F)c2)c1,-16%,6.4%,12%,4.1%,15%,18%,-4%,2.3%,-4%
Cc1onc(-c2c(Cl)cccc2Cl)c1C(=O)NCc1ccco1,-2%,-2.2%,4%,-0.5%,8%,-3%,-2%,1.2%,6%
COc1ccccc1NC(=O)N1CCN(Cc2ccc3c(c2)OCO3)CC1,-7%,-0.8%,?,0.1%,10%,9%,-1%,0.1%,-3%
Cc1ccc(NC(=O)COC(=O)C2CC2(Cl)Cl)cc1C (centres undefined),-3%,-1.8%,0%,0.1%,1%,2%,2%,0.8%,2%
O=C(/C=C/c1ccc(OC(F)F)cc1)Nc1cccc(S(=O)(=O)NC2=NCCCCC2)c1,5%,1.6%,5%,0.2%,9%,14%,-6%,12%,1%
O=C(NC1CCCCC1)C1CCN(C(=O)c2ccc(-c3ccccc3)cc2)CC1,2%,1.2%,15%,-0.1%,16%,11%,3%,14%,-3%
CSc1ccccc1OCc1cc(C(=O)N(C)C(C)c2ccccn2)no1 (centres undefined),9%,-1.4%,2%,-0.2%,-2%,-4%,-2%,0.8%,7%
CC1(C)CC(=O)c2c(O)cc(OCC(=O)Nc3ccc(CCO)cc3)cc2O1,4%,-1.0%,4%,3.7%,15%,-7%,-7%,2.2%,-3%
CCc1cccc(CC)c1NC(=S)NCc1ccc2[nH]c(C)cc2c1,-13%,0.5%,4%,7.0%,11%,14%,-1%,9.8%,11%
Nc1nonc1-n1nnc(C(=O)N/N=C/c2ccccc2Br)c1CN1CCCC1,2%,-0.5%,5%,-0.5%,0%,-7%,7%,1.1%,9%
COc1ccc(CCNC(=O)CCn2c(=O)c3cccn3c3cccnc32)cc1OC,3%,2.3%,10%,0.3%,21%,0%,-1%,2.3%,-9%
C=CCn1c(CCNC(=O)c2ccccc2F)nnc1SCC(=O)Nc1ccc(OC)cc1,10%,-1.4%,7%,0.4%,1%,-13%,-6%,3.6%,3%
CCn1c(C2CCN(S(=O)(=O)c3ccc(OC)cc3)CC2)n[nH]c1=S,0%,-0.3%,0%,1.4%,22%,-1%,-4%,0.3%,1%
